PAD4 FP inh – human PAD4 inhibitors, primary screen, biochemical, fluorescence polarization, 1536-well format | Protein-arginine deiminase type-4 (Homo sapiens), Q9UM07 | inhibition, % at 6.36 µM | AID 485272, 2010 | actives 0.41% (n = 330,000) | recombinant PAD4, RCA probe fluorescence polarization;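 active means percent inhibition above a cutoff equal to the mean of all tested compounds plus 3 SD, cut at about 15% in these data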;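 further: 0% = PAD4 with RCA probe and DMSO and 100% = probe without PAD4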
PREPL inh – PREPL enzyme inhibitors, primary screen, biochemical, fluorescence polarization; Prolyl endopeptidase-like (Homo sapiens), Q4J6C6; recombinant PREPL, fluorescence polarization activity-based probe; inhibition, % at 5.96 µM; actives 0.68% (n = 320,000); AID 2751, 2010; in the data active means inhibition above about 43%;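 further: 0% = enzyme with DMSO and 100% = wells lacking enzyme; many of its hits are not listed in these tables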
LYPLA1 counter – LYPLA1 inhibitors, primary screen, counter-screen for PME1 inhibitor project, biochemical, fluorescence polarization, FP-Rh probe ABPP; recombinant LYPLA1; inhibition, % at 5.9 µM; actives 0.16% (n = 320,000);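 active means inhibition above the mean of all tested compounds plus 3 SD, set per campaign, cut at about 14% in these data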;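 further: inhibitors block serine hydrolase probe labeling of LYPLA1 so polarization falls; 0% = enzyme with DMSO and 100% = wells lacking LYPLA1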
GSTO1 inh – inhibitors of recombinant GSTO1, primary screen, counter-screen for RBBP9 inhibitor project, biochemical, fluorescence polarization. Glutathione S-transferase omega-1 (Homo sapiens), P78417. activity-based probe fluorescence polarization. inhibition, % at 5.96 µM. actives 1.1% (n = 300,000). AID 1974, 2009;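 active means inhibition above the campaign mean inhibition plus 3 SD, cut at about 35% in these data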;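 further: 0% = GSTO1-1 with DMSO and 100% = wells lacking GSTO1-1 enzyme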
Target sequence (P78417 whole entry, looked up): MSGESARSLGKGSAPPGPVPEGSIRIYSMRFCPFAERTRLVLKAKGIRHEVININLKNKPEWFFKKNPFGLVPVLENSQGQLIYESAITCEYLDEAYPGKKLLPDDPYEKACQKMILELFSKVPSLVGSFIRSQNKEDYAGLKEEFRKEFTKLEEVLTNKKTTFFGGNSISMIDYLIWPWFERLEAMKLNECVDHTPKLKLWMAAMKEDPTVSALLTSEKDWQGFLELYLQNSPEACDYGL
pPAFAH FP inh – pPAFAH enzyme inhibitors, primary screen, biochemical, fluorescence polarization, human; recombinant pPAFAH, FP-rhodamine probe fluorescence polarization; inhibition, % at 3.39 µM; actives 1.5% (n = 330,000); AID 463082, 2010;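 active means inhibition above the mean inhibition across the screen plus 3 SD, cut at about 25% in these data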;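 further: inhibitors block binding of the rhodamine activity-based probe so polarization drops; 0% = enzyme with DMSO and 100% = wells lacking pPAFAH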
Target sequence (Q13093 whole entry, looked up): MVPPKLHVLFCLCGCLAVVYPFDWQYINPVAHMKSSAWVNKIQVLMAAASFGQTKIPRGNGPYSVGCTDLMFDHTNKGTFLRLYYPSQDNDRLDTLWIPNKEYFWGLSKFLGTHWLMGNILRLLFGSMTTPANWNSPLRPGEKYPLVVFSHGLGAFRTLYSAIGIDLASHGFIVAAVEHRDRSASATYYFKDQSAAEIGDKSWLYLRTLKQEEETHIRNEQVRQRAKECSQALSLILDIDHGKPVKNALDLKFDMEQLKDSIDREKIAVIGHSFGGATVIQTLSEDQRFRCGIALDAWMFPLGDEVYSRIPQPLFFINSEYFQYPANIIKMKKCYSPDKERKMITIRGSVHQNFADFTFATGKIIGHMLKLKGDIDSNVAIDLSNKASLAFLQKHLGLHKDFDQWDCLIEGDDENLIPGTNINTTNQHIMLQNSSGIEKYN
PME-1 primary – PME-1 inhibitors via competitive probe labeling, primary screen, biochemical, fluorescence polarization, FP-Rh probe, HTS; Protein phosphatase methylesterase 1 (Homo sapiens), Q9Y570; actives 0.53% (n = 320,000); AID 2130, 2009; recombinant PME-1; inhibition, % at 5.9 µM;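 active means inhibition above the campaign mean of all compounds plus 3 SD, cut at about 26% in these data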;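 further: competitive labeling of PME-1 active site by serine hydrolase directed probe; 0% = PME-1 with DMSO and 100% = wells lacking PME-1 enzyme; inhibitors block probe labeling so polarization falls and inhibition rises; many of its hits are not listed in these tables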
LYPLA2 inh – LYPLA2 inhibitors, primary screen, counter-screen for PME1 inhibitor project, biochemical, fluorescence polarization, FP-Rh probe ABPP; inhibition, % at 5.9 µM; Acyl-protein thioesterase 2 (Homo sapiens), O95372; recombinant LYPLA2; actives 0.38% (n = 320,000);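 active means inhibition above the screen-wide mean plus 3 SD, limit set per campaign, cut at about 26% in these data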;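 further: 0% = LYPLA2 with DMSO and 100% = wells lacking LYPLA2 enzyme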
PAFAH1B3 FP inh – PAFAH1B3 enzyme inhibitors, primary screen, biochemical, fluorescence polarization, human | actives 0.28% (n = 340,000) | inhibition, % at 3.39 µM | Platelet-activating factor acetylhydrolase IB subunit alpha1 (Homo sapiens), Q15102 | AID 492972, 2010 | recombinant PAFAH1B3, FP-rhodamine probe;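 active means inhibition above the screen-wide average of all tested compounds plus 3 SD, cut at about 25% in these data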;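 further: 0% = enzyme with DMSO only and 100% = wells lacking PAFAH1B3 protein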
PAFAH1B2 FP inh – PAFAH1B2 enzyme inhibitors, primary screen, biochemical, fluorescence polarization, human. Platelet-activating factor acetylhydrolase IB subunit alpha2 (Homo sapiens), P68402. recombinant PAFAH1B2, FP-rhodamine activity probe. inhibition, % at 3.39 µM. actives 1.2% (n = 340,000);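 active means inhibition above the mean of all tested compounds plus 3 SD, cut at about 24% in these data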;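 further: 0% = enzyme with DMSO and 100% = wells lacking PAFAH1B2; many of its hits are not listed in these tables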
Target sequence (P68402 whole entry, looked up): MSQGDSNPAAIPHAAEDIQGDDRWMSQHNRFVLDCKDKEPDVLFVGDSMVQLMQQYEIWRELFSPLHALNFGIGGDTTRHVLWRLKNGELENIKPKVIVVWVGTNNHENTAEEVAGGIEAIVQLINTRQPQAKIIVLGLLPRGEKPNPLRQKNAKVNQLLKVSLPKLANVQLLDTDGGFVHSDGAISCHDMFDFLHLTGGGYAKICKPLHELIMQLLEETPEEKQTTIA
The depositor's hits bear a star; . = no result given.

| Compound | PAD4 FP inh | PREPL inh | LYPLA1 counter | GSTO1 inh | pPAFAH FP inh | PME-1 primary | LYPLA2 inh | PAFAH1B3 FP inh | PAFAH1B2 FP inh |
| --- | --- | --- | --- | --- | --- | --- | --- | --- | --- |
| CC1=C(C(N)=O)C(c2cccs2)n2nc(-c3cccc(Cl)c3)nc2N1 (centres undefined) | 0 | -21 | -7 | -11 | -6 | -4 | -2 | -16 | -2 |
| CC1CN(C(=O)c2cccc(S(=O)(=O)Nc3ccccc3Cl)c2)CC(C)O1 (centres undefined) | 0 | -3 | 3 | 4 | 0 | 3 | 4 | 3 | 4 |
| CN(C(=O)c1ccncc1)c1nnc(-c2ccccn2)s1 | -5 | 3 | 1 | 3 | -1 | 2 | 1 | -1 | -2 |
| COc1cc(/C=C2\SC(=S)N(NS(=O)(=O)c3ccc(C)cc3)C2=O)ccc1O | -48 | -176 | -99 | -163 | -47 | -198 | -194 | -136 | -78 |
| CCN(C(=O)c1cc([N+](=O)[O-])ccc1NCc1cccnc1)c1ccccc1 | 1 | 8 | 6 | 4 | 0 | 3 | 7 | 1 | 4 |
| O=C(COc1ccc(S(=O)(=O)N2CCOCC2)cc1)NCc1ccccn1 | -5 | 2 | -1 | 2 | 0 | 5 | 2 | -4 | -1 |
| COc1cccc(-c2nc(-c3ccccc3)[nH]c(=O)c2C#N)c1 | -17 | 12 | 2 | -7 | 1 | -1 | 0 | 3 | 1 |
| CN1/C(=C/C(=S)NC(=O)C2CCC2)C(C)(C)c2ccccc21 | -24 | -1 | -3 | -4 | 6 | -8 | 3 | 4 | 0 |
| CC(=O)c1nn(-c2ccccc2)cc1C(=O)c1ccc(Br)cc1 | 1 | -5 | 0 | -4 | 4 | 2 | 6 | 5 | 2 |
| COc1ccc(-c2cn[nH]c2N)c(OC)c1 | -2 | 17 | 0 | -6 | 7 | 4 | -4 | 4 | 5 |
| COC(=O)C1=C(C)N(c2ccc(Br)cc2)C(=O)/C1=C\c1ccco1 | -2 | 5 | -4 | 1 | 3 | 0 | -5 | 9 | 0 |
| N#CCSc1nnc(COc2ccc3ccccc3c2)o1 | -1 | 2 | 0 | -11 | 8 | 1 | 8 | 0 | 6 |
| COCC(=O)NNS(=O)(=O)c1ccccc1[N+](=O)[O-] | 1 | 2 | 3 | -2 | 1 | 0 | 0 | 7 | 1 |
| CC1(C)OC(c2ccccc2)=C/C(=C/C=Nc2ccccc2)O1 | -7 | 1 | -1 | 5 | 3 | 4 | 1 | -7 | 0 |
| N#Cc1cnc(SCC(=O)c2ccccc2)nc1N | 6 | 19 | -2 | -2 | 4 | 0 | 0 | -10 | -1 |
| CCN(C(=O)COC(=O)CNC(=O)c1ccc(C)cc1)c1c(N)n(Cc2ccccc2)c(=O)[nH]c1=O | 2 | -5 | 1 | . | -1 | 1 | 0 | -5 | 4 |
| Cc1cc(C)cc(NC(=O)c2ccc(NC3=NC4CS(=O)(=O)CC4S3)cc2)c1 (centres undefined) | -5 | 24 | 2 | -6 | 2 | 3 | -4 | 0 | -1 |
| O=C(COC(=O)CCC(=O)c1cccs1)Nc1ccccc1C(F)(F)F | -1 | 23 | . | . | 8 | . | . | 4 | 4 |
| O=C(NCC(c1ccco1)N1CCc2ccccc21)C(=O)Nc1ccccc1F (centres undefined) | 0 | -6 | 0 | 1 | 7 | -1 | -1 | 6 | -1 |
| O=C(NC(C(=O)N/N=C/c1c2ccccc2cc2ccccc12)c1n[nH]c(=O)c2ccccc12)c1ccccc1 (centres undefined) | -3 | -2 | -15 | -55 | 0 | -15 | -19 | 2 | -3 |
| CCN(CC)c1nc(C)nc2c1cnn2CCc1ccccc1 | 0 | -1 | 0 | -1 | -1 | -9 | -2 | -2 | 9 |
| Cc1ccc(-c2cc(-c3ccccc3)c(C#N)c(N)n2)o1 | -12 | 26 | -2 | 6 | 22 | 8 | 3 | 1 | 2 |
| CCc1c(C)c2cc(Cl)c(O)c(CN(CC)CC)c2oc1=O | 0 | 16 | 1 | 1 | 3 | 7 | 2 | 2 | 3 |
| CN(C1CCCCC1)S(=O)(=O)c1cc2c(cc1Cl)NC(=O)CO2 | 0 | 0 | -2 | -6 | 2 | 4 | -6 | 5 | 4 |
| Cc1ccc(C(=O)N/C(=C\c2ccco2)C(=O)NCCCn2ccnc2)cc1 | 1 | -1 | 4 | -4 | -1 | -1 | -12 | 17 | 2 |
| CCOc1ccc(OCC(=O)c2c(O)c3ccccc3oc2=O)cc1 | -13 | 1 | -1 | 5 | -4 | -3 | -3 | 7 | 8 |
| COc1ccc(OC(C)C(=O)Nc2ccccc2F)cc1 (centres undefined) | -2 | 2 | -4 | 2 | -1 | 7 | -3 | 5 | 4 |
| Nn1c(SCC(=O)Nc2ccc3c(c2)OCO3)nnc1C1CC1 | -5 | -5 | 3 | 3 | 1 | -8 | -1 | 5 | 3 |
| CCCc1cc(NCc2ccccn2)n2c(nc3ccccc32)c1C#N | 1 | 17 | 3 | -13 | 8 | 12 | 5 | 2 | 1 |
| CCOc1ccc(NC(=O)C(Cc2ccccc2)N2C(=O)c3cccc4cccc(c34)C2=O)cc1 (centres undefined) | -6 | 7 | -4 | -11 | 0 | -9 | -6 | . | . |
| CC(C)NC(=S)Nc1cccc2cnccc12 | -6 | 6 | -1 | 8 | 2 | 1 | 2 | 11 | 4 |
| FC(F)(F)C12CC(c3ccccc3)=NCCN1CCN2 (centres undefined) | -2 | 8 | 1 | -4 | -9 | 2 | -5 | 7 | 0 |
| CCOc1ccc(-n2c(SCC(=O)N3CCC(C(=O)O)CC3)nc3ccccc3c2=O)cc1 | -1 | 6 | -3 | 3 | 8 | 7 | -1 | 7 | 5 |
| COc1ccc(C(=O)N2CCN=C2SCc2cccnc2)c(OC)c1 | -3 | -3 | 4 | 2 | 5 | -4 | -3 | 9 | 2 |
| CN(C(=O)CCc1nc(-c2ccccc2F)no1)c1ccccc1 | 2 | -1 | 3 | 2 | 2 | 1 | 6 | -9 | -3 |
| COc1ccc(OC)c(C(=O)NC2CCSc3ccccc32)c1 (centres undefined) | -6 | 9 | 1 | 1 | 6 | 0 | 3 | -1 | -4 |
| Cc1cccc(C)c1NC(=O)C(=O)NCCCN1CCOCC1 | -3 | 3 | -1 | 11 | 7 | -9 | -4 | 6 | -3 |
| COc1ccc(N(CC(=O)NCCC2=CCCCC2)S(C)(=O)=O)cc1 | -2 | 3 | -1 | 3 | -2 | -3 | -4 | 11 | 3 |
| O=Cc1c(Sc2ccccn2)nc2ccccn2c1=O | -2 | 8 | 0 | 4 | -4 | 0 | -2 | 3 | 3 |
| COc1ccccc1N(CC(=O)NCC1CCCO1)C(=O)CNS(=O)(=O)c1ccc(Cl)cc1 (centres undefined) | -1 | 2 | 0 | 0 | 8 | 9 | -4 | 9 | 16 |
| CCn1c(SCC(=O)N=Nc2c(O)[nH]c3ccccc23)nc2ccccc21 | 0 | 2 | 2 | 2 | 4 | 15 | 10 | -1 | 3 |
| O=S(=O)(NCC1CCCO1)c1ccc(S(=O)(=O)N(Cc2ccc(F)cc2)Cc2ccco2)cc1 (centres undefined) | 4 | 3 | -1 | 0 | 10 | -3 | 0 | 10 | 6 |
| Cc1c(NC(=O)CCCCCN2C(=O)c3ccccc3C2=O)c(=O)n(-c2ccccc2)n1C | 1 | 3 | 0 | -2 | 0 | -1 | -1 | 1 | 3 |
| Cc1cccc(C(=O)N2CCC(c3nc(-c4ccc(S(=O)(=O)N5CCOCC5)cc4)no3)CC2)c1 | -6 | -2 | 2 | 2 | -4 | -9 | -1 | 14 | 0 |
| CCCc1nc2ccccc2c(C(=O)OCC(=O)Nc2cccc(S(=O)(=O)N3CCOCC3)c2)c1CC | -4 | -4 | -34 | -15 | -19 | -68 | -65 | -9 | -11 |
| COC(=O)C(CCSC)NC(=O)c1cc2c(n(-c3ccccc3)c1=O)CC(C)(C)CC2=O (centres undefined) | 2 | -1 | 1 | 2 | 1 | -3 | 5 | 2 | 2 |
| CCOC(=O)c1c(-c2ccc(OC)cc2)csc1NC(=O)CSc1ccccc1 | 20* | 0 | -6 | -2 | 5 | -10 | -16 | -2 | -2 |
| CCC(C)c1cc(S(=O)(=O)N2CCOCC2)ccc1OC (centres undefined) | 2 | -13 | -2 | -2 | -3 | 13 | 2 | 1 | 2 |
| CC(C)(C)C(=O)CSc1nc(N)cc(=O)[nH]1 | -8 | -9 | -1 | 1 | 1 | -3 | -5 | 5 | 9 |
| CN1CCN(S(=O)(=O)c2ccc(NC(=O)c3ccc([N+](=O)[O-])cc3)cc2)CC1 | -10 | 13 | -1 | -8 | -5 | 5 | -3 | -6 | 6 |
| COc1ccc(C(NC(=O)c2cccc(F)c2)c2ccccc2)cc1 (centres undefined) | 3 | 3 | -1 | -4 | 3 | -4 | 3 | -3 | -5 |
| COc1cc2ncnc(NCc3ccccc3)c2cc1OC | -1 | 20 | -2 | 1 | 2 | 0 | -3 | 4 | 7 |
| CCN(CC(=O)Nc1ccccc1OC)CC(=O)Nc1c(Cl)ccc(C)c1Cl | 4 | -6 | -8 | -4 | 3 | 13 | -6 | 6 | 4 |
| CCc1nnc(NC(=O)COc2ccc3ccccc3c2)s1 | 5 | 11 | -3 | 0 | 5 | -1 | -3 | 4 | -18 |
| CN(C)c1ccc(C(CNC(=O)c2ccc(F)cc2)c2c[nH]c3ccccc23)cc1 (centres undefined) | -6 | 56* | -7 | 0 | 8 | 7 | 1 | 5 | 1 |
| CCOC(=O)c1ccc(NC2=CC(=O)CC(c3ccco3)C2)cc1 (centres undefined) | -3 | -15 | -4 | 4 | -1 | -1 | 2 | 3 | -3 |
| Cc1ccc(NC2CCCN(C(=O)c3ccc(C)c(N4CCNC4=O)c3)C2)cc1C (centres undefined) | 1 | 38 | -1 | 3 | 3 | -3 | 7 | 5 | 1 |
| CCOC(=O)C1CCN(C(=O)C2CCN(S(=O)(=O)c3cccc4nsnc34)CC2)CC1 | -3 | 7 | 9 | 3 | 2 | 12 | 5 | 2 | 3 |
| CCCn1c(=N)c(C(=O)NC2CCCC2)cc2c(=O)n3cccc(C)c3nc21 | -6 | 20 | 0 | -15 | 2 | -4 | -1 | 8 | -4 |
| CCN=C1S/C(=C\c2ccc(OC)c(OCC)c2)C(=O)N1CC | 1 | 0 | -2 | 6 | 6 | -6 | -1 | . | . |
| Cc1cccc(-c2nc(CC(=O)Nc3cccc(S(=O)(=O)NC4=NCCC4)c3)cs2)c1 | 1 | 2 | 2 | . | 6 | 4 | 1 | 1 | -4 |
| COc1ccc2ccccc2c1/C=N/NC(=S)Nc1cc(S(=O)(=O)N2CCOCC2)ccc1N1CCOCC1 | 3 | 9 | -4 | -9 | 7 | -3 | -12 | -2 | -2 |

High-throughput results from PubChem BioAssay.

Some of the compounds tested; count on the stated rates, not on these rows.
